High-throughput results as filed in PubChem.
LGR2 antag: Drosophila LGR2 receptor signaling inhibition | 380,000 compounds, 0.35% hits | inhibition, % at 9.99 µM | HEK293 LGR2, CRE-luciferase, bursicon-stimulated, 4 h;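 active = drop in luminescence signal, shown as inhibition above about 50% in the replicate tests, limit read from the data, passing the limit was not always enough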;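 note: agonist challenge used bursicon conditioned medium at about half maximal strength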
S100A4 inh HTS: blocks human S100A4 binding to myosin IIA peptide. S100A4/TAMRA-MyoIIA peptide fluorescence polarization. inhibition, % at 10.7 µM. 360,000 compounds, 0.14% hits. AID 652163;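 active = mean inhibition of at least 70% across replicates, with every replicate also reaching that level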
Target sequence (P26447 whole entry, looked up): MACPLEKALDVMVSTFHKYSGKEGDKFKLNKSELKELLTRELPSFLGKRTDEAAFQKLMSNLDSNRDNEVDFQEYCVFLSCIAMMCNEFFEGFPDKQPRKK
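Compound dosing: one dose per compound; test system: human S100A4 monomer with TAMRA-labelled myosin IIA peptide; probe or stimulus: TAMRA-labelled myosin IIA heavy-chain peptide probe, 5 nM; medium: HEPES buffer with Ca2+, pH 7.2; schedule: 5 min incubation before reading; benchmarks: neutral control DMSO, positive control TFP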
Statin myotox sup: protects C2C12 myotubes from simvastatin toxicity; ATP luminescence, 48 h; scaled: DMSO 0, geranylgeraniol control 100; rescue of ATP level, % at 7.49 µM; 330,000 compounds, 0.78% hits; AID 602340;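 active = mean ATP rescue above about 67%, or every replicate alone reaching that limit, limit read from the data, passing the limit was not always enough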;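 note: myotubes were challenged with 10 µM simvastatin during compound exposure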
esBAF inh: inhibitors of esBAF chromatin remodeling in mouse ES cells; Bmi1-luciferase knock-in reporter, 24 h; 100% = twice the neutral-well signal; reporter increase, % at 12.5 µM; 350,000 compounds, 2% hits; in the data active = activation above about 40%;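 note: 0% = median of the plate's neutral control wells and 100% = double that signal; a rise in the Bmi1 reporter signal indicates esBAF inhibition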
SIRT5 block: sirtuin-5 (human) deacylase inhibition; 330,000 compounds, 1.1% hits; inhibition, % at 15 µM; Purified SirT5, succinyl-peptide AMC, trypsin-coupled fluorescence; AID 652115; in the data active = inhibition above about 15%
Target sequence (Q9NXA8 whole entry, looked up): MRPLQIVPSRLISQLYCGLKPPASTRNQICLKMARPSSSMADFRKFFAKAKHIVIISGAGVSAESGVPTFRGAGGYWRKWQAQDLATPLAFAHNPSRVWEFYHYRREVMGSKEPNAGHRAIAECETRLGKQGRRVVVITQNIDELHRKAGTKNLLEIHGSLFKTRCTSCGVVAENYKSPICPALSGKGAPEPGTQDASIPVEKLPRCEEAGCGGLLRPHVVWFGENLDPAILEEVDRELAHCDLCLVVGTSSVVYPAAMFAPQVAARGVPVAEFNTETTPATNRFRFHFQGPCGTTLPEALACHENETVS
FN deposit inh: fibronectin deposition inhibition; AH1F fibroblasts, Alexa488-fibronectin deposition fluorescence, overnight; inhibition, % at 12.6 µM; 350,000 compounds, 0.086% hits; AID 743247;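 active = mean inhibition across replicates of 30% or more, regardless of how many single replicates reach that level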;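 note: positive control wells lacked labelled fibronectin entirely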
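Material: AH1F fibroblast monolayer depositing Alexa488-labelled fibronectin into matrix / Amount: 10000 AH1F cells per well / Signal: fluorescence 485/525 nm / Medium: DMEM, 2% serum / Compound: single dose, pinned / Incubation: 1 h cell adhesion before compound, then overnight fibronectin incubation / Reagent: Alexa488-FN, 24 nM final / Read-out: inhibition of fibronectin deposition signal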
Casp6 inh: blocks human caspase-6 cleavage activity. inhibition, % at 12.5 µM. purified caspase-6, Z-VEID-R110 cleavage fluorescence. 350,000 compounds, 0.53% hits. AID 686996;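 active = mean inhibition across replicates at least about 35%, with every replicate also reaching that limit, limit read from the data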;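 note: 0% = median of neutral control wells and 100% = no fluorescence left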
Target sequence (P55212 24-179 limits assumed): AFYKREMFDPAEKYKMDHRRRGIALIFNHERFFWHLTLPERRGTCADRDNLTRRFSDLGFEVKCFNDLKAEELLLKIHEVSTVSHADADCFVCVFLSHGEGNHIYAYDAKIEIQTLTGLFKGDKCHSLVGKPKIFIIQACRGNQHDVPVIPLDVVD
Target sequence (P55212 194-293 limits assumed): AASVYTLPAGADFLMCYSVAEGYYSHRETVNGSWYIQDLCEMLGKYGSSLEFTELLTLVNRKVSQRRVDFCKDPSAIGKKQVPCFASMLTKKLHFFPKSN
* hit, by the source's call.

Cc1cc(C)cc(Nc2nc3ccc(C)cc3n3cnnc23)c1 was read as LGR2 antag -7, S100A4 inh HTS -1, Statin myotox sup 11, esBAF inh 4, SIRT5 block -5, FN deposit inh -2 and Casp6 inh 0.
`CC(C)NC(=O)Nc1ccc2c(c1)CC(=O)N([C@H](C)CO)C[C@H](C)[C@H](CN(C)Cc1ccncc1)O2` gave LGR2 antag -25, S100A4 inh HTS 6, Statin myotox sup 0, esBAF inh 1, SIRT5 block 0, FN deposit inh 1 and Casp6 inh -1.
`CNC(=O)c1ccc(CN(C)CC(=O)Nc2ccccc2C(=O)NC2CC2)cc1` gave LGR2 antag -7, S100A4 inh HTS -30, Statin myotox sup -4, esBAF inh -3, SIRT5 block -3, FN deposit inh 5 and Casp6 inh -1.
Screening CCOc1ccccc1CNCCO returned Statin myotox sup 2, esBAF inh -2 and FN deposit inh 4.
`COc1cc(NC(=O)CSc2nc(=O)n(CCN3CCOCC3)c3c2CCC3)cc(OC)c1` gave LGR2 antag -1, S100A4 inh HTS 7, Statin myotox sup 4, esBAF inh -1, SIRT5 block 2, FN deposit inh -2 and Casp6 inh 2.
Screening COc1ccc(COC(=O)N/N=C(\C)CC(=O)Nc2c(C)cc(C)cc2C)cc1 returned Statin myotox sup -6, esBAF inh 15 and FN deposit inh -14.
For OCC[C@H]1C[C@@H](O)[C@H](O)[C@@]2(CCc3ccccc3O2)O1 the results were LGR2 antag -4, S100A4 inh HTS -1, Statin myotox sup -4, esBAF inh -3, SIRT5 block -1, FN deposit inh -2 and Casp6 inh -2.
For COC1=CC(=O)[C@@]2([C@@H]1O)[C@@H](Cl)C[C@]13C(OC)=C(OC)C(=O)C[C@]21CCN3C the results were LGR2 antag -1, S100A4 inh HTS 2, Statin myotox sup 11, esBAF inh 1, SIRT5 block -3, FN deposit inh 1 and Casp6 inh 1.
Screening CCOc1ccc(OCC)c(-c2c(=O)n(OCc3ccc(C(C)(C)C)cc3)c3ccccc3[n+]2[O-])c1 returned LGR2 antag -9, S100A4 inh HTS -1, SIRT5 block 1 and Casp6 inh 2.
For Cc1nn(-c2ccccc2)c(Cl)c1/C=C1\C(=O)N(C)C(=S)N1C the results were LGR2 antag -4, S100A4 inh HTS -4, SIRT5 block 2, FN deposit inh -7 and Casp6 inh -7.
`Cc1[nH]c(C)c(S(=O)(=O)Nc2ccc(OC(F)(F)F)cc2)c1C(=O)N1CCCCC1` gave LGR2 antag 22, S100A4 inh HTS 4, Statin myotox sup 9, esBAF inh -4, SIRT5 block 0, FN deposit inh 26 and Casp6 inh 8.
COCCCC1CCN(C(=O)c2cc(COc3ccc(C)nc3)on2)CC1 was read as LGR2 antag -4, S100A4 inh HTS -4, Statin myotox sup 1, esBAF inh -5, SIRT5 block 0, FN deposit inh -8 and Casp6 inh -1.

Random excerpt: 5 records from the list, in no set order.
`CNC(=O)c1ccc(CN(C)CC(=O)Nc2ccccc2C(=O)NC2CC2)cc1` gave LGR2 antag -7, S100A4 inh HTS -30, Statin myotox sup -4, esBAF inh -3, SIRT5 block -3, FN deposit inh 5 and Casp6 inh -1.
Cc1cc(C)cc(Nc2nc3ccc(C)cc3n3cnnc23)c1 was read as LGR2 antag -7, S100A4 inh HTS -1, Statin myotox sup 11, esBAF inh 4, SIRT5 block -5, FN deposit inh -2 and Casp6 inh 0.
For OCC[C@H]1C[C@@H](O)[C@H](O)[C@@]2(CCc3ccccc3O2)O1 the results were LGR2 antag -4, S100A4 inh HTS -1, Statin myotox sup -4, esBAF inh -3, SIRT5 block -1, FN deposit inh -2 and Casp6 inh -2.
COCCCC1CCN(C(=O)c2cc(COc3ccc(C)nc3)on2)CC1 was read as LGR2 antag -4, S100A4 inh HTS -4, Statin myotox sup 1, esBAF inh -5, SIRT5 block 0, FN deposit inh -8 and Casp6 inh -1.
`Cc1[nH]c(C)c(S(=O)(=O)Nc2ccc(OC(F)(F)F)cc2)c1C(=O)N1CCCCC1` gave LGR2 antag 22, S100A4 inh HTS 4, Statin myotox sup 9, esBAF inh -4, SIRT5 block 0, FN deposit inh 26 and Casp6 inh 8.

New compounds follow:
Screening Cc1ccc(-n2cc(CN3CCC(O)(c4ccccn4)CC3)c(-c3ccc(F)cc3)n2)cc1 returned S100A4 inh HTS 3, SIRT5 block 0, FN deposit inh 3 and Casp6 inh 6.
For COc1ccc(NC(=O)Nc2cc(C)ccc2OC(F)F)c(OC)c1 the results were Statin myotox sup 10, esBAF inh -18 and FN deposit inh -2.
`COc1ccc(S(=O)(=O)N2CC[C@H]3[C@@H](CO)N(C)c4ccc(C5=CCCCC5)cc4[C@H]32)cc1` gave LGR2 antag 4, S100A4 inh HTS -1, Statin myotox sup 4, esBAF inh 0, SIRT5 block 3 and FN deposit inh -2.
Screening CC1CCN(C(=O)CSc2nc3c(c(=O)n2C)SCC3)CC1 returned LGR2 antag -1, S100A4 inh HTS -9, Statin myotox sup 2, esBAF inh 12, SIRT5 block 1, FN deposit inh 2 and Casp6 inh -1.
CCOc1ccc(Cn2nnc(C(=O)NCc3ccccc3)c2N)cc1 was read as LGR2 antag 9, S100A4 inh HTS -4, Statin myotox sup 7, esBAF inh 8, FN deposit inh 2 and Casp6 inh 0.
C[C@H]1CN([C@@H](C)CO)C(=O)c2ccccc2-c2ccccc2CO[C@H]1CN(C)Cc1ccc2c(c1)OCCN2C was read as LGR2 antag 20, S100A4 inh HTS 9, esBAF inh -2, SIRT5 block 0, FN deposit inh -8 and Casp6 inh 1.
`CN1c2ccccc2C(O)=C(C(=S)Nc2ccc(F)c(Cl)c2)S1(=O)=O` gave Statin myotox sup -2, esBAF inh -9 and FN deposit inh -2.
O=C(COc1ccccc1F)Nc1c2c(nn1-c1ccccc1)CS(=O)(=O)C2 was read as LGR2 antag -8, S100A4 inh HTS -7, Statin myotox sup 3, esBAF inh -2, SIRT5 block 1, FN deposit inh 12 and Casp6 inh 1.
O=C(c1ccccc1)N1CCC(=O)N1c1ccccc1 was read as LGR2 antag 5, Statin myotox sup 1, esBAF inh -1 and FN deposit inh -11.
`C=CCn1c(SCC(=O)N(CC)C2CCS(=O)(=O)C2)nc2scc(-c3ccccc3)c2c1=O` (configuration not stated) gave LGR2 antag 1, S100A4 inh HTS -5, Statin myotox sup -7, esBAF inh 0, SIRT5 block 0, FN deposit inh 4 and Casp6 inh -2.
For CCCN1[C@H](CO)[C@H](c2ccc(C#Cc3ccccc3)cc2)[C@@H]1CNC1CCCC1 the results were LGR2 antag 19, S100A4 inh HTS -2, SIRT5 block 1, FN deposit inh 12 and Casp6 inh 0.
O=C(NC(=S)Nc1ccc(NC(=O)c2ccco2)cc1)c1ccccc1 was read as LGR2 antag -2, S100A4 inh HTS 43, SIRT5 block 3, FN deposit inh 4 and Casp6 inh -1.
`COC(=O)Nc1ccc(S(=O)(=O)N2CCCC(C(=O)N3CCOCC3)C2)cc1` (configuration not stated) gave LGR2 antag -4, S100A4 inh HTS 0, Statin myotox sup 4, esBAF inh -2, SIRT5 block -1, FN deposit inh 1 and Casp6 inh -3.
Screening COc1cccc(C2NC(=O)NC(C)=C2C(=O)Nc2cc(OC)ccc2OC)c1 (configuration not stated) returned Statin myotox sup 1, esBAF inh -5 and FN deposit inh -16.
Screening O=C(/C=C1\OCc2ccccc21)OCc1ccccc1 returned LGR2 antag -58, S100A4 inh HTS -3, SIRT5 block 15*, FN deposit inh -4 and Casp6 inh 17.
C[C@@H]1CN([C@H](C)CO)C(=O)Cc2cc(NC(=O)Cc3ccccc3)ccc2O[C@@H]1CN(C)C(=O)Nc1cccc2ccccc12 was read as LGR2 antag 8, Statin myotox sup 20 and esBAF inh 2.
CNC(=O)C[C@@H]1CC[C@@H]2[C@H](COC[C@H](O)CN2C(=O)Nc2cccc(OC)c2)O1 was read as LGR2 antag -2, S100A4 inh HTS 4, Statin myotox sup -3, esBAF inh 3, SIRT5 block -6, FN deposit inh -7 and Casp6 inh 2.
O=C(O)c1ccccc1-c1ccccc1C(=O)NCc1ccccc1F was read as LGR2 antag 3, S100A4 inh HTS -4, Statin myotox sup -11, esBAF inh -2, SIRT5 block 0, FN deposit inh -9 and Casp6 inh -2.
O=C(Nc1ccc2nc3n(c(=O)c2c1)CCCCC3)c1c(F)ccc([N+](=O)[O-])c1F was read as LGR2 antag 0, S100A4 inh HTS 4, Statin myotox sup 204*, esBAF inh -85, SIRT5 block -3, FN deposit inh 17 and Casp6 inh 60*.
`CC(=O)C[C@H](O)CC(=O)[C@@H]1OC(=O)[C@H](C)C/C=C\Cc2ccccc21` gave LGR2 antag -6, S100A4 inh HTS -1, Statin myotox sup -1, esBAF inh -8, FN deposit inh 12 and Casp6 inh 5.
O=C(COc1ccccc1Br)N1CCN(c2ccccc2)CC1 was read as LGR2 antag -3, Statin myotox sup 3, esBAF inh -7 and FN deposit inh 6.
Screening C/C=C/c1ccc([C@H]2[C@@H](CO)N(C(C)=O)[C@@H]2CNC(=O)c2ccncc2)cc1 returned LGR2 antag 12, S100A4 inh HTS -9, Statin myotox sup -4, esBAF inh 3, SIRT5 block -8, FN deposit inh 0 and Casp6 inh 1.
For Cn1c(=O)c2cc(NC(=O)NCCc3cccs3)ccc2n1Cc1cccc(C(F)(F)F)c1 the results were LGR2 antag 11, S100A4 inh HTS 0, Statin myotox sup -1, esBAF inh 1, SIRT5 block -2, FN deposit inh -7 and Casp6 inh 6.
`CCS(=O)(=O)Nc1ccc2c(c1)C(=O)N(C)[C@@H]1CC[C@H](CC(=O)NC)O[C@H]1CO2` gave LGR2 antag -21, S100A4 inh HTS -21, Statin myotox sup 10, esBAF inh 1, SIRT5 block -2, FN deposit inh 1 and Casp6 inh -1.
For C[C@@H]1CN([C@@H](C)CO)C(=O)c2cccc(NC(=O)Nc3ccc(F)cc3)c2O[C@H]1CN(C)C(=O)Nc1ccc(F)cc1 the results were LGR2 antag 8, S100A4 inh HTS -2, Statin myotox sup 18, esBAF inh 0 and SIRT5 block -1.
For O=S(=O)(Nc1ccc(Cl)cn1)c1ccc(Cl)cc1 the results were LGR2 antag -6, S100A4 inh HTS 3, SIRT5 block 6, FN deposit inh -2 and Casp6 inh 0.
CN(C)C(=O)C[C@@H]1C[C@H]2c3cc(NC(=O)Nc4ccccc4)ccc3O[C@H]2[C@@H](CO)O1 was read as LGR2 antag -9, Statin myotox sup -1, esBAF inh 3 and FN deposit inh -1.
`C[C@@H]1CN([C@H](C)CO)C(=O)c2cc(NS(C)(=O)=O)ccc2O[C@@H]1CN(C)Cc1ccc(Oc2ccccc2)cc1` gave LGR2 antag -7, Statin myotox sup 26, esBAF inh 0, SIRT5 block 5 and FN deposit inh -2.
For CCc1ccc(CN2CCC(n3nccc3NC(=O)c3ccccc3C)CC2)cc1 the results were LGR2 antag 8, S100A4 inh HTS -6, SIRT5 block 0 and Casp6 inh -2.
`Cc1csc(SCC(=O)Nc2nncs2)n1` gave LGR2 antag 8, S100A4 inh HTS -11, SIRT5 block -1, FN deposit inh 1 and Casp6 inh 2.
For CCCOc1ccc(C(=O)CCC(=O)Nc2ccc(N3CCN(C)CC3)cc2)cc1 the results were LGR2 antag 1, S100A4 inh HTS -2, Statin myotox sup -26, esBAF inh 5, SIRT5 block 0, FN deposit inh 4 and Casp6 inh -41.
Screening COc1cc(OC)c(OC)cc1/C=N/NC(=O)c1ccc(CSc2nc(C)cc(C)n2)cc1 returned LGR2 antag 17, S100A4 inh HTS -4, Statin myotox sup 8, esBAF inh -9, SIRT5 block -3, FN deposit inh 2 and Casp6 inh -2.
COc1ccc(N2CCN(S(=O)(=O)CCNC(=O)C34CC5CC(CC(C5)C3)C4)CC2)cc1 was read as LGR2 antag -5, S100A4 inh HTS -6, Statin myotox sup 5, esBAF inh -11, SIRT5 block -5, FN deposit inh 0 and Casp6 inh 0.
Screening Cc1noc(C)c1S(=O)(=O)N(C)C[C@@H]1OCCCC[C@@H](C)Oc2ccc(NS(=O)(=O)c3ccccc3)cc2C(=O)N([C@H](C)CO)C[C@H]1C returned LGR2 antag -8, S100A4 inh HTS -14, esBAF inh 16, SIRT5 block -5, FN deposit inh -4 and Casp6 inh -1.

Only part of the results is shown. The share of hits here may be higher or lower than overall.
